PI5P4Ka inh: blocks human PI5P4K alpha kinase activity; PI5P4Kalpha enzyme, ADP-Glo luminescence, 60 min; hits give low values; max response, %; 1.2% of 330,000 active; active = max response of -50% or lower; inconclusive = between -30% and -50%; inactive = -30% or higher; note: value at the top dose of about 77 µM; % is set by controls: 0 for no effect and ±100 for the full control effect
Target sequence (P48426 whole entry, looked up): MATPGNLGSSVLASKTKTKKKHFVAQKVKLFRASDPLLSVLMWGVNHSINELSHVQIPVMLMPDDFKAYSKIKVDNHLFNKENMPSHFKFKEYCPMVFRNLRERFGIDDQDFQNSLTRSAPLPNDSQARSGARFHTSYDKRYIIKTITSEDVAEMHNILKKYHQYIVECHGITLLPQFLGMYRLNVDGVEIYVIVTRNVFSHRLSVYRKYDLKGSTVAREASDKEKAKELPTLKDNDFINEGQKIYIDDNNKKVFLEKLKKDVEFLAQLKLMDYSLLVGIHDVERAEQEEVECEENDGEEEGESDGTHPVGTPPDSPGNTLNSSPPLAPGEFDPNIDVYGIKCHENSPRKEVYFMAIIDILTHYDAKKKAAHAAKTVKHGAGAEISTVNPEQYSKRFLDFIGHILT
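PI5P4Kalpha ADP-Glo assay; 5 microM ATP final; 60 min RT reaction; HEPES pH 7.4/EGTA/CHAPS, 5% DMSO; controls lacking substrate or enzyme; luminescent end-point.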
EPAC1 ag: EPAC1 (human) agonism | O95398 | EPAC1 agonist qHTS, biochemical assay; response scale: 100% = response to 6.5 mM cAMP | Potency, µM (titrated, usually from 154 µM), for the others: at the highest dose activation, hits mostly activators | 0.073% of 360,000 active; note: potency is the fitted concentration of half-maximal effect; nearly all actives have a fitted effect of over 60% in size
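Normalized to 6.5 mM cAMP, activity reflects EPAC1-catalysed release of BODIPY-GDP from Rap1B, followed kinetically over 30 min at 480 nm excitation, 540 nm emission. Reaction contained 100 nM EPAC1, 250 nM Rap1B-BODIPY-GDP, 50 uM GDP.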
MmCpn inh: M. maripaludis TRiC chaperonin inhibition. purified Mm-Cpn ATPase, ADP Transcreener TR-FRET. Potency, µM (series often up to 76.9 µM), for the others: top-dose activity, negative = inhibition, usual class: inhibitors. 0.031% of 330,000 active. AID 504842; note: potency is the fitted concentration of half-maximal effect; % is set by controls: 0 for no effect and ±100 for the full control effect; nearly all actives have a fitted effect of over 80% in size
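Measured: ADP formation by purified Mm-CPN. Conditions: 25 nM protein, 10 uM ATP, Tris pH 7.4 with Mg2+, K+ and DTT, 37°C for 30 min. Detection: Transcreener HTRF after 30 min at room temperature.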
CCT chaperon mod: cytosolic chaperonin activity modulation | purified chaperonin ATPase assay, HTRF ADP detection, 30 min | 0.3% of 360,000 active | activity change, % (test concentration not listed), hits read low; in the data active = activity change below about -30%; note: % is set by controls: 0 for no effect and ±100 for the full control effect
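We incubate TRiC, 40 or 20 nM final, with library compounds at 76 uM and 10 uM ATP for 30 min at 37 °C. ADP formed is detected with Transcreener HTRF reagents after 30 min at room temperature.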
EPAC2 antagonist: blocks human EPAC2 exchange factor; Q8WZA2; EPAC2 GEF exchange of Rap1B-BODIPY-GDP, fluorescence; Potency, µM (highest dose often 114 µM), without a hit: at the top dose activity, negative = inhibition, most hits filed as inhibitors; 0.18% of 360,000 active; AID 720708; note: potency is the fitted concentration of half-maximal effect; % is set by controls: 0 for no effect and ±100 for the full control effect; nearly all actives have a fitted effect of over 45% in size; many of its hits are not listed in these tables
EPAC1 antag: blocks human EPAC1 exchange factor. Potency, µM (titrated, usually from 115 µM), inactives show at the highest dose activity change, negative = inhibition, most hits filed as inhibitors. EPAC1 GEF assay, Rap1b-BODIPY-GDP exchange fluorescence. 0.14% of 360,000 active. AID 720709. O95398;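 note: potency is the fitted concentration of half-maximal effect; plate controls were vehicle for no effect and positive control for full effect; nearly all actives have a fitted effect of over 50% in size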
WRN inhibitor: inhibitors of human WRN helicase. Potency, µM (highest dose often 114 µM), for inactives: at the top dose activity change, negative = inhibition, most hits filed as inhibitors. 0.46% of 360,000 active. AID 651768. WRN helicase unwinding, fluorescent forked duplex, kinetic; note: potency is the fitted concentration of half-maximal effect; % is set by controls: 0 for no effect and ±100 for the full control effect; nearly all actives have a fitted effect of over 55% in size
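WRN at 20 nM final was preincubated with compound for 15 min at room temperature; reaction started with 100 nM forked duplex oligonucleotide carrying fluorophore and quencher plus 2 mM ATP (final). Unwinding followed kinetically by red fluorescence (ex 525/em 598 nm).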
PLK1 PBD block: inhibitors of human PLK1 polo-box domain binding | Plk1 PBD binding of FITC phosphopeptide, fluorescence polarization | Potency, µM, inactives show max response, negative = inhibition, actives largely listed as inhibitors | 2.8% of 360,000 active | AID 720504; note: potency is the fitted concentration of half-maximal effect; series mostly up to about 57 µM; % is set by controls: 0 for no effect and ±100 for the full control effect; nearly all actives have a fitted effect of over 65% in size
Target sequence (P53350 whole entry, looked up, the tested form may be a part): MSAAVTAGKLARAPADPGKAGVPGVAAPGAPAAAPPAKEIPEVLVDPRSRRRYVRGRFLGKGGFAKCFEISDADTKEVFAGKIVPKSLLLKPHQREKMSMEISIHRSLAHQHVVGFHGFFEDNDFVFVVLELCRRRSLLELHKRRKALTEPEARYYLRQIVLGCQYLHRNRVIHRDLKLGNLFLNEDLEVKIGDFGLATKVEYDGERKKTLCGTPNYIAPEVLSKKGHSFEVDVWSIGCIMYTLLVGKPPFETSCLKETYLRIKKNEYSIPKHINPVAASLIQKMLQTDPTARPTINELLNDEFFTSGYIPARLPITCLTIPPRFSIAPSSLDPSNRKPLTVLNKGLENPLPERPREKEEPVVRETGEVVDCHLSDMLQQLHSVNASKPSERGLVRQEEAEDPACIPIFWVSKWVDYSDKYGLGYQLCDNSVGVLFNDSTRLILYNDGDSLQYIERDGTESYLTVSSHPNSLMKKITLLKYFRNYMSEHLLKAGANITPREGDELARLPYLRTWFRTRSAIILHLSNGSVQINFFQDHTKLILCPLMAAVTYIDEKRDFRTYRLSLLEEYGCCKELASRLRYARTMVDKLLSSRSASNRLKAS
Active calls of the source: *; ? = inconclusive; nt = not tested or not shown; [ ] = another dose, or the depositor's remark. Unless noted, calls come from the whole dose curve; as a rule, active = well fitted curve in the direction sought with a large enough effect; inconclusive = small, poorly fitted or top-dose-only effect, or another doubt; inactive = no such curve, though single readings can be large; an effect the other way counts as inactive or inconclusive. Not all compounds are listed; count on the stated rates, not on these rows.

SMILES	PI5P4Ka inh	EPAC1 ag	MmCpn inh	CCT chaperon mod	EPAC2 antagonist	EPAC1 antag	WRN inhibitor	PLK1 PBD block
Cc1nc(Nc2ccccc2)c2oc3ccc(Cl)cc3c2n1	0.8	11.6%	-6.5%	4.1	1.7%	2.3%	6.4%[57.1 µM]	2.4%
COc1cc(O)c(C(CCN2CCCC2)c2ccc3c(c2)OCO3)c(OC)c1 (stereo not given)	-1.9	-9.1%	-5.3%	1.0	-11.5%	-18.0%	6.1%	-0.1%
O=C(CN1CCN(S(=O)(=O)c2ccc(Br)cc2)CC1)Nc1ccc(F)cc1F	-1.7	17.1%	-0.1%	1.8	-3.0%	-11.2%	-25.6%	-8.6%
CC1Cc2ccccc2N1S(=O)(=O)c1cnc(Cl)c(Br)c1 (stereo not given)	0.6	12.2%	0.2%	-0.2	-13.2%	-10.7%	-6.3%	-1.7%
CCc1nc(SCC(=O)Nc2c(C)n(C)n(-c3ccccc3)c2=O)n[nH]1	-0.6	-4.3%	-0.1%	0.5	0.5%	3.4%	-22.1%[57.1 µM]	-4.9%
Cc1ccc(S(=O)(=O)N2CCOCC2)cc1NC(=O)CSc1cccc[n+]1[O-]	0.6	1.7%	-0.7%	-3.0	-3.3%	-3.2%	-7.9%	-3.7%
Cc1cc2c(cc1C)C(c1ccccc1OC(C)C)CC(=O)N2 (stereo not given)	5.7	0.9%	0.5%	-1.9	?	-6.5%	-2.3%	3.1%
CCc1nc2c(OCc3ccc(C(F)(F)F)cc3)cccn2c1N(C=O)Cc1ccc(OC)cc1	-3.6	-17.2%	nt	1.0	?	-19.6%	-9.3%	-0.9%
O=CNCCCc1nc2ccccc2n1Cc1ccccc1	nt	3.2%	0.4%	-0.8	-9.7%	-5.2%	-7.0%	-5.6%
Cc1cc(C)cc(NC(=O)C(c2ccccc2)N2CCN(CC(=O)NC3CC3)CC2)c1 (stereo not given)	4.1	7.6%	-1.0%	-2.2	10.5%	-0.6%	?	-3.2%
Cc1ccc(O)c(C(=O)c2coc(=N)c(C(=O)NC(C)C)c2)c1	nt	0.0%	-0.9%	-1.6	-5.4%	-11.8%	-3.4%	-6.9%
O=C(Cn1cnc([N+](=O)[O-])c1)NC1CCCC1	-1.4	-2.0%	0.3%	1.0	-9.8%	?	-2.6%	-9.9%
CN1CCN(C(=O)c2cc(=O)c3cc(Cl)cc(Cl)c3o2)CC1	-2.3	11.4%	-0.7%	-4.0	-4.4%	-19.7%	10.5%	-14.9%
O=C(COc1ccc(S(=O)(=O)N2CCOCC2)cc1Cl)NCc1ccco1	2.0	-4.8%	-3.1%	-0.1	1.2%	-7.8%	-1.2%[57.1 µM]	-5.9%
NC(=O)NCc1cccs1	-0.4	-6.9%	-2.1%	1.0	5.1%	1.2%	5.9%	-0.8%
COc1cccc(/C=C2\SC(=O)NC2=O)c1OCc1ccc(C(=O)O)cc1	-86.6*	10.9%	-2.9%	0.8	1.4%	-29.2%	-9.0%	?
Cc1ccc(C(=O)O/N=C2/CC3CCC2(C)[C@@]3(C)CBr)cc1 (stereo not given in full)	0.5	6.8%	0.8%	-4.2	-10.9%	-12.9%	-11.1%	-0.3%
COc1ccc(-c2csc(Nc3cc(C)ccn3)n2)cc1OC	-11.9	17.9%	-9.1%	-2.1	-2.2%	-26.5%	-14.1%	-8.2%
Cc1cc(C)nc(SCC(=O)Nc2ncc(C(F)(F)F)cc2Cl)n1	0.5	5.0%	-0.6%	-3.3	1.5%	-3.3%	-7.5%	-1.5%
O=C(NC(=S)N1CCN(c2ccc(C(F)(F)F)cc2[N+](=O)[O-])CC1)c1cccs1	-4.6	-1.7%	0.2%	1.5	-6.2%	1.0%	-18.2%	-8.0%
c1ccc(-n2nnnc2NCCc2c[nH]c3ccccc23)cc1	0.9	-3.2%	-0.9%	-2.5	-3.8%	-1.8%	3.5%	-2.6%
CCOc1ccccc1N(CC(=O)N/N=C(\C)c1cccc(Br)c1)S(C)(=O)=O	-2.8	-4.3%	-2.6%	-2.8	-1.4%	1.0%	-19.3%	?
CC1(C)CC(=O)C2=C(C1)NC(SCC(N)=O)=C(C#N)C21CCCCC1	-11.4	11.4%	1.7%	-11.2	9.9%	-6.9%	0.8%	-17.2%
Cc1c(C)n(CCc2ccccc2)c2ncnc(NCCO)c12	0.2	6.1%	-15.6%	-2.0	0.1%	-2.5%	-4.0%	2.9%
Cc1c(C)c2ccc(OC(C)C(=O)NCCCn3ccnc3)c(C)c2oc1=O (stereo not given)	19.0	-3.4%	-2.8%	-0.9	-1.9%	14.9%	-5.3%	-0.2%

Reprinted from the part before: 3 compounds; new compounds follow.
SMILES	PI5P4Ka inh	EPAC1 ag	MmCpn inh	CCT chaperon mod	EPAC2 antagonist	EPAC1 antag	WRN inhibitor	PLK1 PBD block
CC1(C)CC(=O)C2=C(C1)NC(SCC(N)=O)=C(C#N)C21CCCCC1	-11.4	11.4%	1.7%	-11.2	9.9%	-6.9%	0.8%	-17.2%
Cc1c(C)n(CCc2ccccc2)c2ncnc(NCCO)c12	0.2	6.1%	-15.6%	-2.0	0.1%	-2.5%	-4.0%	2.9%
Cc1c(C)c2ccc(OC(C)C(=O)NCCCn3ccnc3)c(C)c2oc1=O (stereo not given)	19.0	-3.4%	-2.8%	-0.9	-1.9%	14.9%	-5.3%	-0.2%
CCSCCOC(=O)C1=C(C)N(C)C(=O)NC1c1cc(OC)ccc1OC (stereo not given)	-3.1	-0.2%	-2.9%	-2.0	-5.7%	-3.7%	-4.0%	-1.4%
CC(=O)Nc1ccc(NC(=O)C(C)OC(=O)C2CCN(S(=O)(=O)c3ccc4c(c3)OCCO4)CC2)cc1 (stereo not given)	-4.7	-6.4%	1.3%	0.4	12.2%	-0.2%	-3.7%	-2.8%
COc1cccc2sc(N(CCN(C)C)C(=O)c3ccc(S(=O)(=O)N4CCCC4)cc3)nc12	-3.2	-13.3%	1.1%	-1.0	-0.3%	-2.4%	-28.7%	-11.8%
CCc1ccc(-c2cc3c(=O)n(CC(=O)NCCCN4CCN(C)CC4)ncn3n2)cc1	3.9	5.9%	0.3%	-2.1	-6.3%	-2.3%	4.0%	-8.3%
COc1ccccc1OCc1nc2ccccc2n1C	-5.6	-3.6%	3.0%	-1.5	-6.7%	9.6%	0.9%	-2.7%
O=C(Cc1ccccc1)NCCc1cnc[nH]1	0.6	-4.6%	-29.6%	-0.7	8.0%	-12.6%	2.0%	2.1%
Cc1cc(C)cc(NC(=O)CSc2nnc(CNC(=O)c3ccco3)o2)c1	1.4	0.2%	-2.0%	-0.1	-3.3%	-21.6%	4.1%	-8.7%
O=C(CN1CCOCC1)N1CCN(c2ccc([N+](=O)[O-])cc2)CC1	-3.7	-15.1%	-0.7%	-3.6	15.8%	-5.8%	0.1%	-2.3%
CCS(=O)(=O)c1ccc(O)c(NC(=O)c2ccc(S(=O)(=O)N3CCCCCC3)cc2)c1	1.5	8.7%	-0.1%	-2.0	-13.5%	8.5%	1.6%	-13.8%
CN(CC(=O)Nc1ccc(Cl)c(C(F)(F)F)c1)C(=O)c1ccc2c(c1)OCCO2	3.4	79.4µM*	0.9%	-81.3*	-13.5%	-12.8%	-6.4%	-2.5%
CCn1c(=O)cc(OCC(=O)NCc2cccs2)c2ccccc21	-1.5	-3.3%	0.6%	-2.3	1.9%	18.0%	-0.6%	1.5%
O=C(Nc1ccc(Br)cc1)C1CCN(C(=O)c2ccco2)CC1	0.8	7.6%	0.8%	-3.0	-1.6%	-2.2%	-1.0%	-15.7%
CC(C)(C)N1C(=O)c2ccccc2NC(=O)N1Cc1ccccc1	-0.8	3.8%	-4.8%	0.2	-3.5%	-7.2%	-1.2%	-1.2%
C=CCSC1=N/C(=C\C=C\c2ccco2)C(=O)S1	-63.2*	8.3%	-0.7%	-2.0	13.4%	?	31.6µM*	?
Cc1ccc(S(=O)(=O)c2cc3ccccc3oc2=Nc2ccc3c(c2)OCCO3)cc1	3.8	0.3%	0.6%	-2.7	-5.1%	-5.9%	0.1%	-5.9%
CCN(CC)C(=O)CSc1nc(COc2ccccc2)nc2ccccc12	-1.5	8.4%	0.2%	2.8	?	0.2%	-14.0%	-4.5%
CC(OC(=O)Cn1cnc2ccccc2c1=O)C(=O)NCc1ccccc1 (stereo not given)	-2.3	9.5%	2.2%	-1.2	1.9%	-29.9%	-14.5%	-3.9%
NS(=O)(=O)c1ccc(CCn2c(=S)[nH]c3ccc(F)cc3c2=O)cc1	-20.2	4.1%	-22.7%	-0.7	10.3%	-15.6%	-1.1%	-4.1%
COc1ccc(CN(C)C(=O)C2CC(=O)N(c3ccc4c(c3)OCCO4)C2)cc1 (stereo not given)	-0.2	-7.1%	nt	1.1	-17.4%	-3.1%	0.0%	6.9%
O=C(c1cccc(S(=O)(=O)Nc2ccccc2F)c1)N1CCN(c2ccccc2F)CC1	10.0	-1.1%	3.5%	-4.5	-14.3%	?	-8.3%	-4.2%
O=C(CN1C(=O)c2ccc([N+](=O)[O-])cc2C1=O)Nc1nccs1	10.5	3.9%	2.3%	-0.5	4.0%	6.8%	-1.1%	-8.4%
COC(=O)c1c[nH]c2c1-c1cc(C(=O)OCc3ccccc3)n(S(=O)(=O)c3ccc(C)cc3)c1C(=O)C2=O	-11.4	2.2%	nt	0.4	7.5%	0.5%	3.3%	-9.4%
C/C(=C\C(=O)c1ccccc1)NNc1nc2ccccc2s1	-1.8	0.0%	-0.8%	0.6	?	-26.1%	-5.1%	-10.5%
O=C(NCC1OCCc2ccccc21)c1ccco1 (stereo not given)	-0.4	-0.4%	0.5%	1.6	-5.5%	-6.5%	-8.4%	-8.6%
COc1ccc(OCC(O)CN2C(=O)c3ccccc3C2=O)cc1 (stereo not given)	12.4	8.5%	-6.9%	-1.8	-10.0%	0.4%	1.4%	-19.0%
CC(=O)Nc1nc(=O)c2ccccc2s1	nt	-0.6%	-0.5%	-1.0	2.6%	8.7%	-0.9%	-22.7%
Cc1cc(C)n(-c2nc3ccccc3nc2N2CCN(C(=O)c3ccccc3)CC2)n1	-6.1	12.1%	2.3%	-2.3	-3.6%	8.8%	-3.9%	-3.9%
COc1ccc2c(c1)N(S(=O)(=O)c1ccccc1)CCC2=O	1.6	3.0%	-2.0%	0.2	1.7%	10.4%	4.0%	-8.1%
O=C(CCc1ccccc1)Nc1ccc(F)c([N+](=O)[O-])c1	1.9	-0.1%	2.3%	-0.2	-2.7%	14.6%	-5.6%	-2.3%

Screening data as filed in PubChem BioAssay.
